# aSyn yeast rescue: inhibitors of alpha-synuclein toxicity in yeast; S. cerevisiae alpha-synuclein toxicity rescue, BacTiter-Glo growth, 24 h; Potency, µM (doses to about 46.1 µM), inactives show at the top dose growth rescue (activation), usual class: activators; hit rate 0.02% among 94,000; AID 1347070; active = well fitted activation curve with a large enough effect; inconclusive = small, poorly fitted or top-dose-only effect; also: 0% is about no effect
#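 Growth restoration measured by BacTiter-Glo luminescence after 24 hr at 30 deg C; alpha-synuclein yeast, raffinose-pregrown to mid-log, were added at OD600=0.02 in galactose medium onto pinned compounds.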
# Starred values were filed as active, the others as inactive; u = inconclusive; & = joins results of further samples. Potency is read from the fitted curve at half-maximal effect. This is a subset; the hit share may differ from the screen's.
SMILES,aSyn yeast rescue
Cc1ccc(N(CC(=O)NCC(C)c2ccccc2)S(=O)(=O)N(C)C)cc1 (configuration not stated),2%
Cc1ccccc1Nc1nc(N)nc(CSc2n[nH]c(N)n2)n1,6%
CN(C)c1ccc(CNC(=O)CCn2cccn2)cc1,7%
COc1cccc(-c2noc(COc3ccccc3Cl)n2)c1,5%
Cc1nn2c(=O)cc(COC(=O)c3ccc(NC(=O)c4cccc(Br)c4)cc3)nc2s1,-10%
CCCn1c2ccccc2c2cnn(CC(=O)N(Cc3ccccc3)C(C)C)c(=O)c21,0%
Cc1ccc(NC(=O)COC(=O)C2C3CC4OC(=O)C2C4C3)cc1 (configuration not stated),4%
Cc1cccc(C(=O)Nc2ccc3nc(SCC(=O)N4CCc5ccccc54)sc3c2)c1,-8%
CC1CCN(S(=O)(=O)c2ccc3c(ccn3CC(=O)NCc3ccccc3F)c2)CC1,-2%
O=C(CCS(=O)(=O)c1ccccc1)Nc1nc(-c2ccc(F)cc2)cs1,-4%
COc1ccc(CCNc2oc(COc3ccc(Cl)cc3)nc2C#N)cc1OC,1%
CC(C)CC1C(=O)N(Cc2cn(Cc3ccco3)nn2)CCS(=O)(=O)N1Cc1ccc(-c2ccccc2)cc1 (configuration not stated),11%
COc1ccccc1N(CC(=O)NCCSCc1ccccc1)S(C)(=O)=O,-5%
CCc1ccccc1Nc1ncnc2ccccc12,-5%
Cn1nc(-c2ccccc2)c(CO)c1Oc1ccc(F)cc1,2%
Cc1c(C(=O)N2CCOCC2)oc2c1-c1nn(CC(=O)NCc3cccc(F)c3)cc1CC2,-3%
O=C(CCCn1c(=O)[nH]c2ccccc2c1=O)N1CCN(c2ccccc2)CC1,-1%
C[C@H](CO)N1C[C@H](C)[C@H](CN(C)S(=O)(=O)c2ccc(F)cc2)Oc2ncc(Br)cc2C1=O,-17%
CCN(CC)C(=O)C1=C(C)N(Cc2ccc(OC)cc2)C(=O)C(CC(=O)NCc2ccco2)C1 (configuration not stated),6%
CC(=O)N1CCCc2cc(S(=O)(=O)N3CCC(C(=O)NCc4ccc(F)cc4)CC3)ccc21,0%
O=C(NCCCN1CCN(c2ccc(F)cc2)CC1)Nc1ccccc1Cl,-9%
O=C(NC(=S)Nc1ccc(S(=O)(=O)Nc2nccs2)cc1)c1cccnc1,-14%
CC(C)NC(=O)C1CC(=O)N(CCc2ccc(F)cc2)C1 (configuration not stated),-5%
Cc1cc(C)c(CN2C(=O)c3ccccc3S(=O)(=O)c3ccc(C(=O)OCC4CCCO4)cc32)c(C)c1 (configuration not stated),7%
CCc1cccc(C)c1NC(=O)C(NS(=O)(=O)c1ccc2c(c1)CCC(=O)N2)c1ccccc1 (configuration not stated),0%
CCn1nc(C(=O)Nc2ccc(S(=O)(=O)Nc3ncccn3)cc2)c2ccccc2c1=O,8%
CCOC(=O)N1CCN(C(=O)CSc2ccc3nnc(CCNC(=O)c4ccc(OC)cc4)n3n2)CC1,0%
O=C(Cn1cc(C(=O)c2ccncc2)c(=O)c2cc(F)ccc21)Nc1ccc(Cl)cc1,-7%
O=C(NCc1ccc(Cl)cc1)NCc1ccc(Cl)cc1,-12%
COc1ccc2cc(/C=N/NC(=O)CN(c3ccccc3C)S(=O)(=O)c3ccccc3)c(Cl)nc2c1,9%
O=C(CNC(=O)c1ccccc1)NCC(O)c1ccc([N+](=O)[O-])cc1 (configuration not stated),-4%
COc1ccc(CC(=O)NC2CC(=O)N(c3ccc4c(c3)OCCO4)C2)cc1 (configuration not stated),4%
COc1ccccc1NC(=O)Cn1nc(Cc2cccnc2)c2ccccc2c1=O,3%
Cc1noc(C)c1C(=O)Nc1ccc(F)cc1,-3%
CCOc1ccc(CCNC(=O)CCCn2nc(C)c3sc4ccccc4c3c2=O)cc1OCC,-16%
CCOC(=O)c1ccc(-n2c(CCC(=O)O)ccc2-c2ccc(Br)cc2)cc1,1%
Cc1cc(Nc2cccc(C(F)(F)F)c2)nc2ccc(NC(=O)c3cccc(Cl)c3)cc12,-27%
CCc1ccccc1NC(=O)C(C)n1c(=O)cc(C)c2c(C)nn(-c3ccccc3)c21 (configuration not stated),3%
CCOC(=O)c1ccc(Nc2nc3ccccc3nc2NS(=O)(=O)c2ccc(Cl)cc2)cc1,1%
CCn1cc(CN2CCC(C(=O)Nc3ccc(Oc4ccccc4F)cc3)CC2)cn1,-12%
O=C(CC1N=C2c3ccccc3N=C(SCc3ccccc3Cl)N2C1=O)NCc1cccs1 (configuration not stated),3%
O=C(Nc1nc(-c2ccc(Br)cc2)ns1)c1ccc(F)cc1,-5%
Cc1ccc(SCC(=O)NC(=O)NC(C)C)c(C)c1,12%
O=C(NCCc1ccccc1)C1CCC(CNS(=O)(=O)c2cccc3cccnc23)CC1 (configuration not stated),12%
COC(=O)CN(c1ccccc1[N+](=O)[O-])S(=O)(=O)c1ccccc1,2%
Cc1ccc(NC(=O)c2ccc3snnc3c2)cc1C,3%
Cc1ccccc1CSCCNC(=O)CN(c1ccccc1)S(=O)(=O)N(C)C,-5%
Cn1ncc2c(NCc3ccccc3Cl)nc(NCCO)nc21,7%
COc1ccc(C)cc1NC(=O)Cn1c(=O)n(Cc2nc(C)no2)c(=O)c2ccccc21,-9%
COc1cccc(CNC(=O)c2c3c(nc4ccccc24)C(=O)N(C2CCCCC2)C3)c1,2%

# A draw from above in order of number of heavy atoms, falling:
SMILES,aSyn yeast rescue
CCOc1ccc(CCNC(=O)CCCn2nc(C)c3sc4ccccc4c3c2=O)cc1OCC,-16%
CCOC(=O)c1ccc(Nc2nc3ccccc3nc2NS(=O)(=O)c2ccc(Cl)cc2)cc1,1%
O=C(NCCc1ccccc1)C1CCC(CNS(=O)(=O)c2cccc3cccnc23)CC1 (configuration not stated),12%
CCc1ccccc1NC(=O)C(C)n1c(=O)cc(C)c2c(C)nn(-c3ccccc3)c21 (configuration not stated),3%
COc1ccccc1NC(=O)Cn1nc(Cc2cccnc2)c2ccccc2c1=O,3%
CCOC(=O)c1ccc(-n2c(CCC(=O)O)ccc2-c2ccc(Br)cc2)cc1,1%
COC(=O)CN(c1ccccc1[N+](=O)[O-])S(=O)(=O)c1ccccc1,2%
Cn1ncc2c(NCc3ccccc3Cl)nc(NCCO)nc21,7%
O=C(Nc1nc(-c2ccc(Br)cc2)ns1)c1ccc(F)cc1,-5%
Cc1ccc(NC(=O)c2ccc3snnc3c2)cc1C,3%
Cc1ccc(SCC(=O)NC(=O)NC(C)C)c(C)c1,12%
Cc1noc(C)c1C(=O)Nc1ccc(F)cc1,-3%

# Remaining list, next part.
SMILES,aSyn yeast rescue
Clc1ccc(-c2noc3ncnc(NCCCN4CCN(c5ccccc5)CC4)c23)cc1,7%
CN1CCN(c2nc3cc(N4CCOCC4)ccc3s2)CC1,-2%
COc1cc(C2CC(=O)Nc3cc4c(cc32)OCO4)cc(OC)c1O (configuration not stated),-12%
O=C(CNC(=O)c1cccc(F)c1)OCCOc1cccc(Cl)c1,9%
Cn1nc(C(=O)N2CCN(c3ccccc3)CC2)c2c1-c1ccccc1SC2,5%
COc1ccccc1OCCNC(=O)c1ccc2c(c1)OCCO2,3%
CCS(=O)(=O)N1CCC2(CC1)OC(=O)C(C)=C2C(=O)NCc1ccccc1C,0%
Cc1[nH]c2ccccc2c1C1(O)C(=O)N(Cc2ccccc2Cl)c2ccccc21 (configuration not stated),-25%
COc1ccc(-c2nc(Cn3c(SCc4cccc(Cl)c4)nc4ccncc43)c(C)o2)cc1,-16%
CN1CCC(=NNC(=O)c2cc(-c3ccc(Cl)cc3)n[nH]2)CC1,-3%
CC(c1ccccn1)N(Cc1ccco1)C(=S)Nc1cccc(F)c1 (configuration not stated),-6%
Cc1cccc(NC(=O)CSc2nc(-c3ccccc3)cn2-c2ccccc2)c1C,u
CC1Cc2cc(S(=O)(=O)N(C)c3ccc(Br)cc3)ccc2N1C(=O)C1CC1 (configuration not stated),-13%
O=C(CSc1nc2c([nH]c3ccccc32)c(=O)n1-c1ccccc1)N1CCCCC1,-6%
C=CCn1c(=O)n(CCOC)c(=O)c2sc3ccccc3c21,-6%
COc1ccc2oc(C(=O)OCC(=O)NCCN3C(=O)CSC3=O)c(C)c2c1,11%
COCCn1c(CNC(=O)c2cc([N+](=O)[O-])ccc2Cl)nc2cccnc21,5%
Cc1cccc(NC(=O)CN2C(=O)N/C(=C\c3ccc(-c4cccc(C(=O)O)c4)o3)C2=O)c1,-8%
O=C(O)c1ccccc1-c1ccccc1C(=O)Nc1ccc2c(c1)oc(=O)c1ccccc12,4%
CCCOc1ccc(C(F)(F)F)cc1NS(=O)(=O)c1ccc(Cl)nc1,10%
O=C(O)Cc1sc(NC2CCCCC2)nc1-c1ccc(Cl)cc1,7%
COc1ccc(C(=O)CN2CCN(S(=O)(=O)c3ccc(F)cc3)CC2)cc1,-2%
COc1ccc(CCNC(=O)CSc2nc3ccsc3c(=O)n2Cc2ccccn2)cc1OC,1%
Cc1ccc(C(=O)NC2CCN(C(=O)Nc3ccc(F)cc3)CC2)cc1,2%
O=C(CSc1n[nH]c(-c2cccs2)n1)NCCc1ccccc1,-9%
COc1ccc([N+](=O)[O-])cc1N(CC(O)CN1C(=O)NC(C)(C)C1=O)S(=O)(=O)c1ccc(C)cc1 (configuration not stated),5%
Cc1c(NC(=O)c2ccc(Cl)cc2)cc(C(C)C)c(O)c1S(=O)(=O)c1ccc(Cl)cc1,-5%
COc1cc(Cl)c(C)cc1Nc1nc2ccccc2c2nnc(C)n12,-7%
CC(=O)C1=C(C)NC(=S)NC1c1cc([N+](=O)[O-])ccc1O (configuration not stated),-8%
COc1ccc(NC(=O)c2cc3c(=O)n(Cc4ccco4)ccc3nc2C)cc1,3%
CCOc1ccc(NC(=O)c2cnn3c2NC(c2ccccc2)=CC3c2cccc(OC)c2OC)cc1 (configuration not stated),0%
CC(C)C(=O)N1c2nc(C(C)C)nn2C2(CCCCC2)[C@@H]2CCCC[C@@H]21,-1%
COc1cccc(C(=O)Nc2nnc(S(=O)(=O)N3CCOCC3)s2)c1,-2%
CCCCN1CCc2nc(Nc3ccc(OC)cc3OC)ncc2C1,-8%
Cc1ccc(CNC(=O)CCc2c(C)c3ccc(O)c(C)c3oc2=O)cc1,5%
COc1cc(Cl)c(C)cc1NC(=O)COC(=O)CCc1nc2ccccc2c(=O)[nH]1,-8%
O=C(CSc1nccn1C1CCCC1)Nc1ccccc1,-5%
CCOC(=O)c1sc2ccccc2c1S(=O)(=O)NCc1ccc(F)cc1,u
COc1cc(CCC(=O)N2CCN(c3ccccc3Cl)CC2)cc(OC)c1OC,4%
Cc1cc(NC(=O)N2CCC(CN3CCOCC3)CC2)ccc1Br,0%
COc1cc(OC)c(NC(=O)c2sc3nc4n(c(=O)c3c2C)CCCC4)cc1Cl,-7%
COC(=O)c1ccc(C(=O)OC)c(NC(=O)CN2CCC(C)CC2)c1,9%
COC(=O)C(Cc1ccc(O)cc1)NC(=O)c1ccc2c(c1)OCCO2 (configuration not stated),1%
O=C1NC2(CCCCCC2)C(=O)N1Cc1ccc(F)cc1Cl,6%
CC(C)N(Cc1ccccc1)C(=O)COC(=O)C1CCN(S(=O)(=O)c2ccc3c(c2)OCCO3)CC1,-7%
Cc1ccccc1CN1C(=O)c2ccccc2S1(=O)=O,7%
COc1cc(OC)c2cc(C(=O)N/N=C/c3ccccc3O)[nH]c2c1,-3%
Cc1ccc(NS(=O)(=O)c2cccs2)c(C)c1,12%
CCOC(=O)c1oc2ccc(S(=O)(=O)n3nc(-c4ccc(Br)cc4)cc3N)cc2c1C,5%
CC(=O)Nc1ccc(S(=O)(=O)N2CCN(C(=O)c3ncoc3-c3ccccc3C)CC2)cc1,7%
# Later entries
SMILES,aSyn yeast rescue
CCOC(=O)c1c(C)[nH]c(C)c1S(=O)(=O)NCC(=O)Nc1ccc(C)c(N(C)C)c1,4%
CC1CCCCC1NC(=O)COC(=O)CNC(=O)c1cccc(F)c1 (configuration not stated),0%
O=C(O)CCCn1cc(NC(=O)c2cc(F)c(F)cc2Cl)cn1,-20%
CC(C)Sc1ncc(Cl)c(C(=O)Nc2ccc(S(=O)(=O)N3CCCCC3C)cc2)n1 (configuration not stated),-1%
Cn1cc(Cl)c(C(=O)OCC(=O)c2ccccc2)n1,3%
O=C(CNCc1cccnc1)Nc1cc(C(F)(F)F)ccc1N1CCOCC1,-9%
Cc1ccc(Cn2c(C)c(CNCCCc3ccccc3)c(C(=O)O)c2C)cc1,3%
COc1cccc(NC(=O)c2ccc(NC(=O)C3CC(=O)OC34CCCCC4)cc2)c1 (configuration not stated),-12%
Fc1ccc(-c2cc(C(F)(F)F)nc(NCc3ccccc3)n2)cc1,-3%
Cc1ccc(NC(=O)CCSc2nnc(C)o2)cc1,0%
CCc1ccc(C(=O)NNC(=O)CCC2CCCCC2)cc1,-2%
CN(C)CC(O)CN1C(=O)N(CN2C(=O)N(CC(O)CN(C)C)C(=O)C2(C)C)C(C)(C)C1=O (configuration not stated),10%
CC(=O)c1ccc(S(=O)(=O)NC2CCCCCCC2)cc1,4%
CCN(Cc1ccccc1)C(=O)CCS(=O)(=O)c1cc2c(cc1Cl)NC(=O)CO2,-6%&-4%
O=C(NCCCCc1ccccc1)c1nn(-c2ccccc2)nc1CO,8%
CCOC(=O)C1CCN(C(=O)c2ccccc2NC(=O)c2nsc3ccccc23)CC1,7%
Cc1cc(=O)n(CC(=O)NC(C)c2ccccc2)c2c1c(C)nn2C (configuration not stated),-1%
O=C(CNC(=O)c1cccs1)NCC(=O)OCC(=O)c1ccccc1,6%
O=C(CCn1c(=O)c2cccn2c2cccnc21)NCCCN1CCN(c2ccc(F)cc2)CC1,1%
CCOc1ccc(Oc2ccc(S(=O)(=O)N3CCOCC3)cc2NC(=O)CCNC(C)=O)cc1,-4%

# From PubChem BioAssay
